Screening results (PubChem)
Bim-Bcl-B: inhibitors of Bim-Bcl-B binding, primary screen, biochemical, multiplexed, human Bcl-2 family; bead-based flow cytometry, Bim peptide-Bcl-B binding; AID 951, 2007; inhibition, % at 10 µM; Bcl-2-like protein 10 (Homo sapiens), Q9HD36; actives 0.073% (n = 190,000);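 note: 0% = tracer peptide without compound and 100% = reference inhibitor peptide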
Target sequence (Q9HD36 whole entry, looked up): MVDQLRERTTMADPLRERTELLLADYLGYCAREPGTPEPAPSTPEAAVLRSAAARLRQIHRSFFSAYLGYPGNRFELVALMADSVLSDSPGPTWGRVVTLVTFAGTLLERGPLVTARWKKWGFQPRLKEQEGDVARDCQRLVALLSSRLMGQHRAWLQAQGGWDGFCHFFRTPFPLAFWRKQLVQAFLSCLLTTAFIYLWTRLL
Bfl-1 Bim block: inhibitors of Bim binding to Bfl-1, primary screen, biochemical, multiplexed, bead-based flow cytometry. actives 0.12% (n = 190,000). inhibition, % at 10 µM. Bcl-2-related protein A1 (Homo sapiens), Q16548. Bim-Bfl-1 binding inhibition;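 note: 0% = wells without compound plus tracer and 100% = blocker peptide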
Rab2A wt mod: modulators of GTP binding to Rab2A wildtype, primary screen, biochemical, dog, bead-based flow cytometry, multiplex | GST-Rab2 wt beads, Bodipy-GTP binding | AID 760, 2007 | Ras-related protein Rab-2A (Canis lupus familiaris), P61105 | GTP binding activity, % at 10 µM | actives 0.19% (n = 190,000);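 active = GTP binding activity at least 20 points away from 100%, either lowered or raised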;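 note: 0% = beads with excess unlabeled GTP and 100% = no-compound control corrected for plate trend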
Bim-Bcl-XL: inhibitors of Bim-Bcl-XL binding, primary screen, biochemical, multiplexed, bead flow cytometry, human Bcl-XL. Bim peptide-Bcl-XL binding, fluorescence. inhibition, % at 10 µM. actives 0.04% (n = 190,000)
Target sequence (Q07817 whole entry, looked up): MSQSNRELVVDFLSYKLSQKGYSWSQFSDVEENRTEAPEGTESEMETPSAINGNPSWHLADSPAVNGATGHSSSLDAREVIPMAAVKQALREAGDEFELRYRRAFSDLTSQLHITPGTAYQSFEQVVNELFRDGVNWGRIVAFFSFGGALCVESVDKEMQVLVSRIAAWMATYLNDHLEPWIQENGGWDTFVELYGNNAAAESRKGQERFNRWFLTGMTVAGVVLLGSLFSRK
Cdc42 wt GTP: modulators of GTP binding to wildtype Cdc42, primary screen, biochemical, multiplex bead flow cytometry, Bodipy-GTP. Cell division control protein 42 homolog (Homo sapiens), P60953. GST-Cdc42 beads; actives lie on both sides. percent activity (GTP binding), % at 10 µM. actives 0.2% (n = 190,000). AID 761, 2007;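 active = percent activity GTP binding at least 20 points away from the 100% baseline, either down as inhibitor or up as activator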;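 note: median bead fluorescence of bound Bodipy-FL-GTP at 100 nM; 0% = excess unlabeled GTP control and 100% = no compound control; below 100% means less GTP binding so inhibitor and above means activator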
Target sequence (P60953 whole entry, looked up): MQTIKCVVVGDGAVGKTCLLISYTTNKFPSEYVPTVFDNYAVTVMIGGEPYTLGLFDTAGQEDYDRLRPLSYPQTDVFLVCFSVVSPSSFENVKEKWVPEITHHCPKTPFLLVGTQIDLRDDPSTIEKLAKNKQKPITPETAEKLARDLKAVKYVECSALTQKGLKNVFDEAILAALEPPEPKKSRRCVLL
Rab7 wt GTP bind: modulators of GTP binding to Rab7, primary screen, biochemical, wildtype, multiplex bead flow cytometry | Rab7 GTPase wild type (dog), Bodipy-FL-GTP binding | GST-Rab7 beads, fluorescent GTP binding; actives lie on both sides; untreated = 100%, excess cold GTP = 0% | GTP binding activity (percent of control), % at 10 µM | actives 0.055% (n = 190,000) | AID 758, 2007;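 active = fluorescent GTP binding to Rab7 beads changed by at least 20 points from the 100% baseline, either direction, mostly lower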;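 note: median green fluorescence of bound Bodipy-FL-GTP per Rab7 bead population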
Rac1 wt GTP bind: wildtype Rac1 GTP binding modulators, primary screen, biochemical, GST-Rac1 beads, flow cytometry, multiplex; Ras-related C3 botulinum toxin substrate 1 (Homo sapiens), P63000; fluorescent GTP binding; actives lie on both sides; 0 = cold GTP competed, 100 = untreated; GTP binding activity (% of control), % at 10 µM; actives 0.27% (n = 190,000); AID 757, 2007;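 active = GTP binding activity at least 20 points away from the 100% control level, either lower or higher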
Bim-Bcl-2: inhibitors of Bim-Bcl-2 binding, primary screen, biochemical, multiplexed, human Bcl-2 family; Apoptosis regulator Bcl-2 (Homo sapiens), P10415; Bead-based flow cytometry, Bim peptide-Bcl-2 binding; inhibition, % at 10 µM; actives 0.06% (n = 190,000); AID 950, 2007; in the data active = inhibition above about 40%;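 note: 0% = no compound wells with probe peptide and 100% = reference peptide inhibitor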
Rac1 mut GTP: GTP binding modulators of activated mutant Rac1, primary screen, biochemical, bead-based flow cytometry, multiplex, fluorescent GTP | Ras-related C3 botulinum toxin substrate 1 (Homo sapiens), P63000 | actives 0.11% (n = 190,000) | GST-Rac1 activated beads; actives lie on both sides; 100% means binding = to untreated wells | percent activity (GTP binding), % at 10 µM;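 active = GTP binding at least 20 percentage points away from the 100% baseline, in either direction, so actives lie on both sides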
HRas wt GTP: modulators of GTP binding to HRas wildtype, primary screen, biochemical, bead-based flow cytometry, multiplex | GST-Ras wt beads, Bodipy-FL-GTP binding; actives lie on both sides | GTPase HRas (Homo sapiens), P01112 | actives 0.14% (n = 190,000) | GTP binding activity, % at 10 µM | AID 759, 2007;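 active = GTP binding activity at least 20% away from the 100% baseline, either lowered as inhibitor or raised as activator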;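 note: 0% = unlabeled GTP competition control and 100% = no-compound control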
Target sequence (P01112 whole entry, looked up): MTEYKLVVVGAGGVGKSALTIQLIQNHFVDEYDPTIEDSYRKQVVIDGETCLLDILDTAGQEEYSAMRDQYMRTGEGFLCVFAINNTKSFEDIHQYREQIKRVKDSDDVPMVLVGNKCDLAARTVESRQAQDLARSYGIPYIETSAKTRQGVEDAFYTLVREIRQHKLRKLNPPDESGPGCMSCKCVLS
Bim-Bcl-W: inhibitors of Bim binding to Bcl-W, primary screen, biochemical, multiplexed, bead-based flow cytometry | Bim peptide-Bcl-W binding | actives 0.02% (n = 190,000) | inhibition, % at 10 µM;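 note: 0% = bound tracer without compound and 100% = peptide blocker; higher means less fluorescent Bim peptide bound to Bcl-W beads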
An asterisk follows results filed as active. Cut-off read from the data, not from the text of the source, unless noted: active = inhibition above about 40%.

Order of results: Rab2A wt mod	Bim-Bcl-XL	Rab7 wt GTP bind	Bim-Bcl-B	Bim-Bcl-2	Bfl-1 Bim block	Rac1 mut GTP	Cdc42 wt GTP	Bim-Bcl-W	Rac1 wt GTP bind	HRas wt GTP
> Cc1ccccc1OCC(=O)Nc1ccccc1N1CCCCC1
 : 100	-10	99	-9	-11	-8	100	98	-1	102	102
> NC(=O)CC[C@H](NC(=O)c1ccc(F)cc1)C(=O)OCC(=O)NCc1ccc(F)cc1
 : 96	-1	93	-1	-2	-3	97	97	0	96	96
> Cc1cccn2c(=O)c(C=O)c(N3CC(C)OC(C)C3)nc12 (stereo not given)
 : 98	-1	104	-3	-4	-7	95	97	-3	96	97
> Cc1nc(NCc2ccccn2)c2ccccc2n1
 : 97	0	93	4	4	3	98	97	5	100	99
> CC1(C)NC(=O)N(CC(O)COc2cccc(F)c2)C1=O (stereo not given)
 : 98	-6	101	-6	-7	-8	96	101	1	103	99
> O=C(Nc1ccccc1)Nc1nc2ccccc2s1
 : 97	-1	99	-3	-2	3	94	93	2	95	95
> COc1ccc(F)cc1C(=O)C1CCCN(Cc2ccc(Sc3nncn3C)o2)C1 (stereo not given)
 : 97	-1	90	-4	0	-3	97	98	-4	98	94
> COc1ccc(CN2C(=O)CCC2(C)C(=O)NCc2cccnc2)c(OC)c1 (stereo not given)
 : 97	-2	97	0	-1	-3	96	96	-4	97	99
> Cc1ccnc(SCc2cc(=O)c(OC(=O)c3ccco3)co2)n1
 : 102	-9	103	-13	-6	-18	100	104	-4	102	102
> N#Cc1c(Cl)nsc1NC(=O)c1ccccc1
 : 81	1	94	0	3	4	95	82	2	84	84
> Cc1ccccc1Cn1ccc(NC(=O)c2nn(C)cc2[N+](=O)[O-])n1
 : 95	-6	96	-5	-6	-4	96	100	-1	101	95
> CC(=O)c1cccc(NC(=O)C(C)OC(=O)CNC(=O)c2ccc(C)s2)c1 (stereo not given)
 : 97	-3	96	-6	-1	-5	95	99	-3	94	96
> COc1cc(N)c(Cc2nccc3cc(OC)c(OC)cc23)cc1OC
 : 100	-5	102	-5	-1	-7	97	98	-3	100	100
> COc1ccc(N(CCCN2C(=O)c3cccc4cccc(c34)C2=O)C(=O)c2ccncc2)cc1
 : 96	-5	103	-7	-6	-5	95	96	-2	99	97
> CC(=O)c1c(CC(=O)O)[nH]n(-c2nc3ccccc3s2)c1=O
 : 101	0	103	0	0	-1	94	98	-1	98	101
> CCOc1cc(S(=O)(=O)NCCc2ccc(OC)c(OC)c2)c(OCC)cc1-n1cnnn1
 : 102	8	105	-13	-5	-10	101	107	-1	108	105
> Cc1ccccc1CN(c1ccc(C(=O)NCC2CCCO2)cc1)S(C)(=O)=O (stereo not given)
 : 95	-6	98	-6	-2	-1	99	99	-5	103	97
> O=C(O)CCC(=O)NNC(=O)c1ccc(Br)cc1
 : 101	-3	102	-4	-3	-5	103	101	-3	107	102
> O=S(=O)(c1ccc(Cl)c(F)c1)N1CCC(c2nc(-c3ccncc3)no2)CC1
 : 93	0	92	-4	-5	-11	93	98	0	91	95
> COc1ccc2c(c1)CCc1cnc(N)nc1-2
 : 97	-1	99	-5	-4	-3	94	95	0	98	96
> CC1CCN(C(=O)CN(c2ccc3c(c2)OCO3)S(C)(=O)=O)CC1
 : 99	-2	98	-3	-9	-8	98	101	0	100	100
> O=C(Nc1nc2ccccc2s1)c1ccc2c(c1)OCO2
 : 95	0	94	-3	2	-1	97	99	0	104	97
> Cc1ccsc1/C=N/NC(=S)NCCc1ccccc1
 : 90	-2	100	-9	-4	-4	87	85	0	88	87
> Clc1ccc(C(c2nnnn2CCc2ccccc2)N2CCSCC2)cc1 (stereo not given)
 : 101	-4	103	-8	-8	-13	99	104	2	103	102
> CCOc1cc(/C=C2/NC(=O)N(CC(=O)OC)C2=O)ccc1O
 : 98	-4	107	-6	-2	-2	96	97	-1	100	98
> Oc1ccc(N=Nc2cccc(C(F)(F)F)c2)cc1C=Nc1ccc(N2CCOCC2)cc1
 : 92	-2	96	1	3	8	88	91	1	91	91
> Cc1ccc(NC2=NCC(=O)N2C2CCCC2)c(C)c1
 : 100	-3	97	-7	-2	-2	100	99	-2	100	99
> COc1ccccc1C(=O)N=C1NC(=O)CC2C(=O)NCCN12 (stereo not given)
 : 101	-7	108	-9	-8	-7	96	98	-4	98	102
> COc1cc2c(cc1OC)C(c1ccccc1)N(C(=O)CCl)CC2 (stereo not given)
 : 94	-2	97	-11	-9	-10	89	95	-1	93	97
> Cc1ccc(-c2cc(C(=O)OCC(=O)N(C)C3CCS(=O)(=O)C3)c3ccccc3n2)c(C)c1 (stereo not given)
 : 94	-2	93	-7	-8	-7	97	95	-4	97	95

A run of entries taken from the entries so far:
Order of results: Rab2A wt mod	Bim-Bcl-XL	Rab7 wt GTP bind	Bim-Bcl-B	Bim-Bcl-2	Bfl-1 Bim block	Rac1 mut GTP	Cdc42 wt GTP	Bim-Bcl-W	Rac1 wt GTP bind	HRas wt GTP
> Cc1cccn2c(=O)c(C=O)c(N3CC(C)OC(C)C3)nc12 (stereo not given)
 : 98	-1	104	-3	-4	-7	95	97	-3	96	97
> Cc1nc(NCc2ccccn2)c2ccccc2n1
 : 97	0	93	4	4	3	98	97	5	100	99

Remaining list, next part:
Order of results: Rab2A wt mod	Bim-Bcl-XL	Rab7 wt GTP bind	Bim-Bcl-B	Bim-Bcl-2	Bfl-1 Bim block	Rac1 mut GTP	Cdc42 wt GTP	Bim-Bcl-W	Rac1 wt GTP bind	HRas wt GTP
> CCOC(=O)c1sc(=S)n(-c2ccc(Cl)cc2)c1SC
 : 94	0	95	-2	-4	-3	94	91	1	92	91
> O=C1C2C(C(=O)N1/N=C/c1cc(Br)cc([N+](=O)[O-])c1O)C1C=CC2C12CC2 (stereo not given)
 : 89	-9	91	-5	-11	-9	87	90	-1	89	89
> NC(=O)c1ccccc1NC(=O)/C=C/c1ccc(Cl)cc1
 : 103	-5	102	-2	-6	-11	100	104	0	105	100
> COc1cc(C(=O)NC(=S)Nc2nccs2)cc(OC)c1OC
 : 88	-1	92	0	-2	-5	91	88	-2	94	88
> N=C1SC(c2ccccc2)C(=O)N1c1ncc(Cc2ccccc2)s1 (stereo not given)
 : 95	-6	99	-6	0	-2	100	97	-6	99	97
> O=C(/C=C/c1cccc([N+](=O)[O-])c1)Nc1cccc(NC(=O)c2cccs2)c1
 : 98	0	102	3	0	3	98	101	1	103	101
> NC(=O)CNC(=O)[C@@H]1CC2(CC(c3cccc([N+](=O)[O-])c3)=NO2)CN1C(=O)c1ccccc1 (stereo not given in full)
 : 107	0	103	-1	-7	-1	100	105	-1	106	105
> Cc1cc2ncn(C(=O)N3CCCCC3)c2cc1C
 : 93	12	93	-6	-10	-10	91	94	-1	94	96
> Cn1cc(CN2CCN(Cc3ccccc3)C(CCO)C2)c(-c2ccccc2)n1 (stereo not given)
 : 98	-2	98	-5	-6	-8	97	98	-2	98	99
> COc1ccc(C(=O)n2cc(C(=O)c3cc(C)ccc3O)cn2)cc1OC
 : 96	-4	103	-3	1	-1	96	101	-3	101	98
> CCc1c(C(=O)Nc2ccc(OC)c(Cl)c2)[nH]c(C)c1C(C)=O
 : 105	-2	106	-9	-13	-11	103	107	0	109	103
> COCCCNC(=O)CS(=O)Cc1nc(-c2cccc(OC)c2)oc1C (stereo not given)
 : 103	-5	106	-8	-5	-13	101	105	-2	106	104
> Cc1c(Cl)cccc1NC(=S)N(CCN(C)C)C(C)c1ccccn1 (stereo not given)
 : 94	-3	96	-5	-3	-7	94	93	-4	95	94
> Cc1cccc(C)c1NS(=O)(=O)c1c(C)[nH]c(=O)[nH]c1=O
 : 99	-6	98	-6	-10	-10	99	103	-1	112	100
> CCOC(=O)c1nn(-c2ccccc2)c(-c2ccccc2)c1C(=O)c1ccccc1
 : 96	5	99	1	2	0	95	97	2	95	96
> Cc1cc(C)n(C(=O)c2cc(F)c(F)cc2C)n1
 : 98	0	103	-5	-2	-4	95	94	-2	101	101
> O=C(CCCC(=O)N1CCN(c2ccccc2F)CC1)N1CCN(c2ccccc2F)CC1
 : 95	-2	97	-2	-1	0	91	94	-2	95	99
> O=C(Cc1noc2ccccc12)NNC(=S)Nc1ccccc1
 : 95	-5	98	-19	-2	4	94	93	1	96	96
> COc1ccc(C2NC(=O)NC3=C2CCc2ccccc23)cc1 (stereo not given)
 : 97	0	99	-1	1	2	98	98	-1	99	98
> COc1cc(/C=C2\SC(=O)N(CCNC(=O)c3cnc(C)cn3)C2=O)cc(OC)c1OC
 : 97	-8	98	-2	-6	-10	99	100	-6	104	99
> CCOC(=O)N1CCN(C2=CC(=O)OC23CCCCC3)CC1
 : 98	2	97	5	6	3	97	100	0	102	98
> CC(=O)Nc1ccc(S(=O)(=O)NCCc2cc3c(C)ccc(C)c3[nH]c2=O)cc1
 : 99	-3	99	1	-1	-3	96	96	-1	98	98
